Bioassay records from PubChem.
MLLE-PAM2 inh: inhibitors of PABP1 MLLE–PAM2 peptide binding, primary screen, biochemical, fluorescence polarization, FITC-PAM2, GST-MLLE; inhibition, % at 20 µM; hit rate 0.36% among 360,000; Polyadenylate-binding protein 1 (Homo sapiens), P11940; in the data active = inhibition above about 35%, passing the limit was not always enough;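 note: plate controls were DMSO wells with GST-MLLE for no effect and wells lacking GST-MLLE protein for full effect; some results filed as inactive read as strong as hits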
CSN deneddyl inh: inhibitors of CSN-mediated cullin deneddylation, primary screen, biochemical, fluorescence polarization, uHTS. COP9 signalosome complex subunit 5 (Homo sapiens), Q92905. Purified CSN, SCF-Nedd8-OG deneddylation. inhibition, % at 12.5 µM. hit rate 0.38% among 360,000. AID 651999, 2013;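 active = pattern-corrected inhibition above about 35%, with an unprinted fluorescence ratio check between 0.5 and 1.5, limit read from the data, passing the limit was not always enough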;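 note: 0% = enzyme with substrate and 100% = substrate without enzyme; some results filed as inactive read as strong as hits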
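Assay system: HEK293T-derived human Csn5 enzyme; quantity: 0.24 nM enzyme; medium: Tris/NaCl/DTT buffer, pH 7.5; also added: substrate SCFSkp2-Nedd8OG, 10 nM; doses: 12.5 µM compound; schedule: 90 min reaction at room temperature; signal: FP; read-out: % inhibition of substrate cleavage by Csn5; benchmarks: substrate-only high control, full reaction low control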
TbMetRS inhib: T. brucei MetRS inhibitors, primary screen, biochemical, luminescence; methionyl-tRNA synthetase (Trypanosoma brucei brucei); inhibition, % at 11.9 µM; purified T. brucei MetRS, ATP depletion, Kinase-Glo luminescence; hit rate 0.4% among 360,000;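 active = inhibition above a per-plate cutoff of the control wells' mean inhibition plus 3 SD, cut at about 5.5% in these data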;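 note: 0% = DMSO wells median and 100% = median of wells with control inhibitor compound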
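Dosing: 11.9 µM single point; system: parasite MetRS enzyme; technique: luminescence of leftover ATP; times: 15 min enzyme-compound preincubation, 2 h reaction, 10 min detection, 25 °C; replicates: each compound tested once; read-out basis: percent inhibition relative to median high and low control wells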
Neddyl block: inhibitors of cullin neddylation, primary screen, biochemical, TR-FRET, uHTS, NAE and Ubc12. calls only at 25 µM. AID 651699, 2012. hit rate 0.58% among 360,000; in the data active = inhibition above about 36%
bovine MsrA act: bovine MsrA enzyme activators, primary screen, biochemical, absorbance, HTS. Methionine sulfoxide reductase A (Bos taurus). purified bovine MsrA, absorbance read-out. activation, % at 10.6 µM. hit rate 0.3% among 360,000; in the data active = activation above about 7.5%;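 note: 0% = vehicle and 100% = reference activator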
FAS-TE inh: FAS thioesterase domain inhibitors, primary screen, biochemical, fluorescence intensity, uHTS; recombinant FAS-TE, OMFH fluorogenic substrate, fluorescence endpoint; inhibition, % at 15 µM; hit rate 0.67% among 360,000; AID 602261, 2012;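 active = compounds whose normalised, plate-corrected inhibition of enzyme fluorescence in the single-dose primary screen is 50% or more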;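 note: 0% = DMSO with enzyme and 100% = substrate without enzyme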
eLon inh: inhibitors of E. coli Lon protease, primary screen, biochemical, fluorescence polarization; P0A9M0; purified E. coli Lon protease; inhibition, % at 7.94 µM; hit rate 0.42% among 360,000; AID 602123, 2011; in the data active = inhibition above about 13%, passing the limit was not always enough;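 note: 0% = enzyme with probe and DMSO and 100% = no enzyme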
Rin1 Abl inh: inhibitors of Rin1-Abl protein binding, primary screen, biochemical, TR-FRET | Tyrosine-protein kinase ABL1 (Homo sapiens) + Ras and Rab interactor 1 (Homo sapiens), … | inhibition, % at 7.35 µM | hit rate 0.4% among 360,000 | AID 588664, 2011; in the data active = inhibition above about 5%, passing the limit was not always enough
MsrA inh: bovine MsrA enzyme inhibitors, primary screen, biochemical, absorbance, HTS; Methionine sulfoxide reductase A (Bos taurus); purified bovine MsrA, absorbance read-out; inhibition, % at 15.5 µM; hit rate 0.75% among 360,000; AID 651718, 2012; in the data active = inhibition above about 4.5%;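 note: 0% = vehicle wells with enzyme and 100% = reference inhibitor wells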
Starred values were filed as active, the others as inactive; i = inactive; nt = not tested or not shown.

Screens in order – MLLE-PAM2 inh | CSN deneddyl inh | TbMetRS inhib | Neddyl block | bovine MsrA act | FAS-TE inh | eLon inh | Rin1 Abl inh | MsrA inh
1	NS(=O)(=O)c1ccc(CCNC(=O)c2ccccc2OCc2ccc(F)cc2)cc1
  -25 | 1 | 0.0 | i | 0 | 8 | -4 | -1 | -0.8
2	FC(F)(F)c1cccc(Nc2cc(-c3ccccc3)nc3ncnn23)c1
  -11 | -3 | 0.0 | i | -2 | -5 | 1 | -1 | -0.8
3	Cc1cccc(N2CCN(C(=O)c3cccc(N4CCCC4=O)c3)C(C)C2)c1 (centres undefined)
  2 | 0 | 0.0 | i | -7 | -4 | 3 | 1 | -0.4
4	CC1CN(C(=O)c2cc3cc(Br)ccc3[nH]2)CC(C)O1 (centres undefined)
  -28 | 9 | -0.9 | i | -4 | -2 | -5 | -3 | -0.1
5	O=C(Nc1ccccc1-c1nnn(CC(=O)N2CCN(c3ccccc3)CC2)n1)c1cccs1
  -31 | 1 | -1.4 | i | 0 | 29 | 2 | -1 | -0.7
6	COCCCNC(=O)C(C#N)c1nc2ccccc2nc1N1CCN(Cc2ccccc2)CC1 (centres undefined)
  -13 | 3 | -0.3 | i | 0 | 15 | -3 | -2 | -0.2
7	CN(C)c1ccc(C2C3=C(CCCC3=O)OC3=C2C(=O)CCC3)cc1
  -8 | -4 | 0.0 | i | 1 | -6 | -1 | -3 | 1.4
8	CCC1Sc2ccc(S(=O)(=O)CCC(=O)Nc3ccc(OC(F)(F)F)cc3)cc2NC1=O (centres undefined)
  0 | 3 | 0.8 | i | 3 | 27 | 3 | -3 | 0.4
9	CNC[C@H]1OCc2ccccc2-c2ccccc2C(=O)N([C@@H](C)CO)C[C@H]1C
  -1 | 1 | -0.1 | i | -11 | -6 | -4 | -4 | 0.3
10	COc1cccc(C(=O)NC2CCCN(C3Cc4ccccc4C3)C2)c1OC (centres undefined)
  -9 | -4 | 0.8 | i | -2 | -3 | -7 | 1 | -0.6
11	Cc1ccc(C2(c3noc(CN(C)CC4COCCO4)n3)CCCC2)cc1 (centres undefined)
  1 | -3 | 0.2 | i | -1 | 4 | -9 | 0 | -0.3
12	O=C(C1CCCN(Cc2ccccc2[N+](=O)[O-])C1)N1CCCCC1 (centres undefined)
  -4 | 1 | -0.6 | i | -8 | -5 | 1 | 2 | 1.0
13	CC(C)NC(=O)C(C)N1CCN(S(=O)(=O)c2ccc3ccccc3c2)CC1 (centres undefined)
  -122 | -7 | -0.5 | i | 0 | -3 | 5 | 4 | -1.6
14	Cc1cc(NC(=O)C(C)C)ncc1NC(=O)c1ccccn1
  8 | 2 | -0.4 | i | -6 | -6 | 3 | 1 | -1.0
15	COc1cccc(N2C(=O)C3CC=C(Cl)CC3C2=O)c1 (centres undefined)
  12 | -9 | 0.1 | i | -4 | -8 | 15 | -2 | -1.4
16	O=C(NCCc1ccccc1)c1ccc2c(c1)S(=O)(=O)c1cc(Cl)ccc1C2=O
  -7 | 0 | -0.2 | i | -3 | 30 | 2 | -4 | 0.0
17	CC(OC(=O)Cn1c(C(F)(F)F)nc2ccccc21)C(N)=O (centres undefined)
  6 | -1 | -0.4 | i | 2 | -4 | 8 | -1 | -0.3
18	CN(C)S(=O)(=O)c1cccc(NC(=O)COC(=O)CCc2nc3ccccc3s2)c1
  11 | -3 | -0.7 | i | 0 | 0 | -2 | 1 | 0.1
19	CCS(=O)(=O)c1ccc2oc(SCC(=O)NCCC3=CCCCC3)nc2c1
  -14 | 3 | 1.2 | i | -11 | 12 | -2 | 3 | -0.2
20	O=[N+]([O-])c1c(NCCCO)cc(Sc2ccc(Cl)cc2)c2nonc12
  33 | 6 | 0.0 | i | -3 | 61* | -2 | -1 | 0.1
21	O=C(C1=C[C@H](C2CCCCC2)C[C@H](OCc2ccc(CO)cc2)O1)N1CCN(Cc2ccccc2)CC1
  3 | 2 | -0.3 | i | -1 | 22 | 10 | 4 | -0.7
22	COc1ccc(CCNC(=O)/C(=C/c2cccnc2)NC(=O)c2ccccc2)cc1OC
  -11 | -3 | -0.7 | i | -5 | -7 | 0 | 6 | 2.5
23	CCCCN(C(=O)c1cc(CN2C(=O)c3ccccc3C2=O)ccc1OC)c1c(N)n(CC(C)C)c(=O)[nH]c1=O
  -3 | 4 | 0.1 | i | -4 | -2 | 0 | 7 | -0.1
24	CN(C)S(=O)(=O)c1ccc(Cl)c(C(=O)Nc2cccc([N+](=O)[O-])c2)c1
  -3 | 12 | 0.7 | i | -3 | 17 | 11 | 4 | -1.0
25	COc1ccc(F)cc1S(=O)(=O)Nc1ccc2c(c1)OCO2
  -5 | -3 | -0.5 | i | -5 | -2 | 8 | -1 | 0.4
26	Nc1ccnn1Cc1cccs1
  5 | -3 | -0.1 | i | -3 | -10 | -4 | 3 | -0.5
27	Cc1nn(-c2nccs2)c2c1C(=O)CC(C)(C)C2Br (centres undefined)
  -9 | -1 | -1.3 | nt | -4 | -8 | -6 | -4 | 1.2
28	COc1ccc(/C=C/C(=O)c2cc(Br)ccc2O)cc1OC
  7 | 8 | -0.2 | i | 0 | 1 | 9 | 0 | 0.4
29	CCc1nnc(NC(=O)CSc2nnc3ncccn23)s1
  -2 | 6 | 0.2 | i | -1 | -4 | 3 | 2 | nt
30	Cc1cc(NC(=O)CCCn2ccc([N+](=O)[O-])n2)n(Cc2ccc(F)cc2)n1
  -8 | -6 | -0.4 | i | -4 | 3 | -2 | 1 | -1.2

Next structures:
nr	compound	MLLE-PAM2 inh	CSN deneddyl inh	TbMetRS inhib	Neddyl block	bovine MsrA act	FAS-TE inh	eLon inh	Rin1 Abl inh	MsrA inh
31	Cc1ccc(S(=O)(=O)n2nccc2-c2c(-c3ccc(Cl)cc3)noc2C)cc1	-9	7	-0.3	i	-1	37	-2	3	-0.6
32	COc1cccc(OC)c1OCCOCCn1cnc2ccccc2c1=O	-5	-3	0.0	i	6	-6	-3	0	-0.4
33	CCC1CCCCN1C(=O)Nc1ccc(F)cc1 (centres undefined)	2	1	-1.5	i	-13	-12	-5	-2	1.1
34	CCc1ccccc1NC(=O)CCOc1ccccc1	10	3	-0.7	i	-1	-3	7	2	nt
35	CN(C)S(=O)(=O)c1cc(NC(=O)COC(=O)CC2Sc3ccccc3NC2=O)ccc1Cl (centres undefined)	0	5	-0.2	i	-8	10	1	0	2.1
36	O=C(NCc1ccccc1)c1ccc2nc(-c3ccco3)c(-c3ccco3)nc2c1	19	48	0.3	i	-2	9	5	6	0.3
37	CCN1CCN(C(=O)CSc2ccc(C)cc2)CC1	11	1	-0.3	i	-3	-3	13	-1	0.0
38	O=c1oc(-c2ccccc2NS(=O)(=O)c2ccc(F)cc2)nc2ccccc12	5	3	1.1	i	-4	-38	2	-3	-1.1
39	CC(=O)Nc1ccc(Oc2cnccn2)cc1	7	-8	-1.0	i	-11	-6	2	-2	0.0
40	O=C(CCC(=O)c1ccccc1)NCc1ccccc1	0	1	0.1	i	-1	-5	0	2	-0.1
41	CC(C)CCn1c2ccccc2c2cc(CC(N)=O)ccc21	-13	2	-0.1	i	-1	15	-14	1	-1.2
42	CCOC(=O)c1[nH]c(C)c(C(=O)Nc2ccc(C)cc2C)c1C	-7	2	-0.2	i	0	-4	-3	2	nt
43	Cc1ccc2oc(C(=O)N3CCC(C(N)=O)(N4CCCCC4)CC3)c(C)c2c1	8	-3	0.2	i	-1	-2	-4	3	1.1
44	COC(=O)C(Cc1c[nH]c2ccccc12)NC(=O)C1CC1 (centres undefined)	9	4	0.0	i	1	-4	-7	2	0.0
45	O=C(NCC(c1ccco1)N1CCN(c2ccccc2)CC1)C(=O)NC1CC1 (centres undefined)	-14	3	0.1	i	-6	-8	-11	-3	2.1
46	CN(C)c1ccc(C(=O)OCc2ccccc2)cc1	1	3	0.0	i	-3	13	-3	1	0.5

Reprinted at random: 6 entries already listed
nr	compound	MLLE-PAM2 inh	CSN deneddyl inh	TbMetRS inhib	Neddyl block	bovine MsrA act	FAS-TE inh	eLon inh	Rin1 Abl inh	MsrA inh
15	COc1cccc(N2C(=O)C3CC=C(Cl)CC3C2=O)c1 (centres undefined)	12	-9	0.1	i	-4	-8	15	-2	-1.4
38	O=c1oc(-c2ccccc2NS(=O)(=O)c2ccc(F)cc2)nc2ccccc12	5	3	1.1	i	-4	-38	2	-3	-1.1
31	Cc1ccc(S(=O)(=O)n2nccc2-c2c(-c3ccc(Cl)cc3)noc2C)cc1	-9	7	-0.3	i	-1	37	-2	3	-0.6
43	Cc1ccc2oc(C(=O)N3CCC(C(N)=O)(N4CCCCC4)CC3)c(C)c2c1	8	-3	0.2	i	-1	-2	-4	3	1.1
32	COc1cccc(OC)c1OCCOCCn1cnc2ccccc2c1=O	-5	-3	0.0	i	6	-6	-3	0	-0.4
29	CCc1nnc(NC(=O)CSc2nnc3ncccn23)s1	-2	6	0.2	i	-1	-4	3	2	nt

Continuation.
nr	compound	MLLE-PAM2 inh	CSN deneddyl inh	TbMetRS inhib	Neddyl block	bovine MsrA act	FAS-TE inh	eLon inh	Rin1 Abl inh	MsrA inh
47	CCn1c(COc2cccc(OC)c2)nnc1SCC(=O)NCC1CCCO1 (centres undefined)	-49	5	-0.9	i	-2	4	2	1	-0.8
48	O=C(NNC(=O)c1ccc(S(=O)(=O)N2CCCCC2)cc1)c1ccccc1	-5	5	-0.4	i	-1	0	-3	-1	0.5
49	Cc1cc(NC(=O)C(C)N2C(=O)c3ccccc3S2(=O)=O)no1 (centres undefined)	1	-4	-0.1	i	3	-6	0	3	0.4
50	CCCCNc1cc(C)nc(N2CCOCC2)n1	5	1	-1.3	i	2	-2	-5	1	-1.7
51	COc1ccc(NC(=O)c2nc(C)c(C3(C)CC(c4ccccc4)=NO3)s2)cc1 (centres undefined)	1	1	-0.2	i	-2	29	0	1	-0.1
52	CCNC(=O)COC(=O)/C=C/c1cccc([N+](=O)[O-])c1	6	-2	-1.1	i	0	-3	-8	2	2.3
